High-throughput results (PubChem BioAssay)
DRD3 agonist = D3 dopamine receptor (human) agonism | P35462 | D3R DiscoveRx beta-arrestin cells, luminescence, 90 min | max activation, % | 410,000 compounds, 0.58% hits; in the data active means max activation above about 30%; further: 0% is about no effect; mostly tested at two doses, the higher about 12 µM
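Agonist mode: compounds and dopamine controls were applied to plated cells for 90 min at 37 degrees C after an overnight attachment at 1500 cells/well. Luminescent read-out followed 30 - 60 minutes at room temperature with DiscoveRx detection reagent.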
EPAC2 agonist = activates human EPAC2 exchange factor; Q8WZA2; EPAC2 activation, biochemical qHTS; response scale: 100% = 6.5 mM cAMP response; Potency, µM (series often up to 154 µM), without a hit: at the highest dose activation, most hits filed as activators; 360,000 compounds, 0.079% hits; AID 720711; further: potency means the concentration at half of the fitted maximal effect; nearly all actives have a fitted effect of over 50% in size
Target sequence (Q8WZA2 whole entry, looked up): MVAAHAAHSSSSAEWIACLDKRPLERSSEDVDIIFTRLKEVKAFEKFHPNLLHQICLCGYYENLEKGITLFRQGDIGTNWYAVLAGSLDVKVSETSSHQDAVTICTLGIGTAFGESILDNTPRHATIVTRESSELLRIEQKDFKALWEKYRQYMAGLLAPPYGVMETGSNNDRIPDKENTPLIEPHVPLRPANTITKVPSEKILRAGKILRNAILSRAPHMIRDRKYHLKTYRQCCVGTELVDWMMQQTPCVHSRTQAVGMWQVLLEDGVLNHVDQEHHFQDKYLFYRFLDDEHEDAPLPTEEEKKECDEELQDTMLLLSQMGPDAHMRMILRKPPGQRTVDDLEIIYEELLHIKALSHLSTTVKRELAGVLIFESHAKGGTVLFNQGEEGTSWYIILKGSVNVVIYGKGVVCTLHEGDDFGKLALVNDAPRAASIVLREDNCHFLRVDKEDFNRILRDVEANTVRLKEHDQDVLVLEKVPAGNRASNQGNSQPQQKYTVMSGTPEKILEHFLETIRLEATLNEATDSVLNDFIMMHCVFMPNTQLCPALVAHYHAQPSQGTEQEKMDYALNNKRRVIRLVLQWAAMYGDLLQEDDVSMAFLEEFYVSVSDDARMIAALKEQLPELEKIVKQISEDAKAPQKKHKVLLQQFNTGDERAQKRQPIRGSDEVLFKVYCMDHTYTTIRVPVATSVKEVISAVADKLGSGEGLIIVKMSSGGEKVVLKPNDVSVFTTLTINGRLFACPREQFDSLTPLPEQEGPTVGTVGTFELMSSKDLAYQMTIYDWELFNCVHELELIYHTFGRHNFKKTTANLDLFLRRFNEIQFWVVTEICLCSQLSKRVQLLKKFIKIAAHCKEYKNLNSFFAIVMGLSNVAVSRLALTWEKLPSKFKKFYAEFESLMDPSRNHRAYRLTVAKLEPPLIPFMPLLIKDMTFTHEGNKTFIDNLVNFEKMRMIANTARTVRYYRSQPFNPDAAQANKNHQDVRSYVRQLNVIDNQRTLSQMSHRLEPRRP
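Each well held 100 nM EPAC2, 250 nM RAP1B-BODIPY-GDP and 50 uM GDP. Fluorescence, read at 5-min intervals to 30 min, was referenced to a 6.5 mM cAMP positive control.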
TDP43 rescue = rescues yeast growth from TDP-43 toxicity; TDP-43 expressing yeast growth rescue, BacTiter-Glo, 24 h; Potency, µM (doses to about 46.1 µM), for inactives: at the top dose growth rescue (activation), usual class: activators; 410,000 compounds, 1.8% hits; AID 652104; further: potency means the concentration at half of the fitted maximal effect; % of control where 0% means no effect; nearly all actives have a fitted effect of over 50% in size
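In this qHTS, compounds that restore growth of yeast expressing TDP-43 appear as activators. Cells (OD600=0.02, galactose medium, raffinose-pregrown) are incubated with compound 24 hr at 30 deg C and growth is quantified by BacTiter-Glo.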
FUS yeast rescue = suppressors of FUS proteinopathy in yeast | S. cerevisiae FUS-expressing, growth rescue, OD600, 24 h | Potency, µM (highest dose often 76.6 µM), for inactives: at the top dose growth rescue (activation), hits mostly activators | 390,000 compounds, 0.24% hits;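 further: potency means the concentration at half of the fitted maximal effect; plate controls were DMSO vehicle for no effect and reference control for full effect; nearly all actives have a fitted effect of over 55% in size; some results filed as inactive show a strong effect at the top dose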
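Steps: raffinose overnight preculture; dilution to OD 0.005 in 2% galactose minimal medium; compound addition (concentration series); 24hr at 30C, 99% humidity; absorbance read at 600 nm.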
aSyn yeast inh = inhibitors of alpha-synuclein toxicity in yeast. Yeast expressing alpha-synuclein, growth rescue, BacTiter-Glo, 24 h. Potency, µM (highest dose often 46.1 µM), for the others: top-dose growth rescue (activation), actives largely listed as activators. 370,000 compounds, 0.14% hits. AID 652106; further: potency means the concentration at half of the fitted maximal effect; % of control where 0% means no effect; nearly all actives have a fitted effect of over 65% in size
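Rescue of yeast growth: cells expressing toxic alpha-synuclein, induced in galactose at OD600 0.02, incubated with compound 24 h at 30 C. ATP luminescence quantified growth; inhibitors of toxicity appear as activators.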
Abeta yeast res = restores growth of yeast expressing A-beta42 peptide. 410,000 compounds, 0.063% hits. Potency, µM (highest dose often 46.1 µM), for the others: top-dose growth rescue, actives largely listed as activators. yeast expressing A-beta42, growth rescue, OD600, 48 h; response scale: 0% DMSO, 100% iron-clioquinol control; further: potency means the concentration at half of the fitted maximal effect; nearly all actives have a fitted effect of over 55% in size
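Yeast A-beta toxicity model in growth medium with pinned compounds, 48 h at 30 C; growth read as absorbance at 600 nm. Normalized to FeCl3/clioquinol equimolar mix (positive) and DMSO (negative).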
EPAC2 antag = antagonists of human EPAC2. Q8WZA2. EPAC2 GEF exchange of Rap1B-BODIPY-GDP, fluorescence. Potency, µM (highest dose often 114 µM), for the others: at the top dose activity, negative = inhibition, actives largely listed as inhibitors. 360,000 compounds, 0.18% hits. AID 720708; further: potency means the concentration at half of the fitted maximal effect; on the % scale 0 is the no-effect control and ±100 the full control effect; nearly all actives have a fitted effect of over 45% in size; many of its hits are not listed in these tables
DRD3 antagonist = D3 dopamine receptor (human) antagonism; AID 652054; 360,000 compounds, 2.5% hits; D3R cells, DiscoveRx beta-arrestin luminescence, antagonist mode; stronger effect = lower value; max response, negative = inhibition, %; P35462; in the data active means max response below about -50%; inconclusive means no clear call, values can overlap the other calls; further: on the % scale 0 is the no-effect control and ±100 the full control effect; mostly tested at two doses, the higher about 12 µM
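Cells expressing the human receptor were seeded at 1500 cells/well, incubated overnight at 37 degrees C in 5% CO2, then exposed to library compounds with dopamine controls for 90 minutes at 37 degrees C before luminescent detection.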
The depositor's hits bear a star; u = inconclusive; x = not tested or not shown; [ ] = remark or other dose. Unless noted, the call rests on the fitted dose curve; in most records, active means well fitted curve in the direction sought with a large enough effect; inconclusive means small, poorly fitted or top-dose-only effect, or another doubt; inactive means no such curve, though single readings can be large; an effect the other way counts as inactive or inconclusive. Some of the compounds tested; the hit share may differ from the screen's.

cpd | Compound | DRD3 agonist | EPAC2 agonist | TDP43 rescue | FUS yeast rescue | aSyn yeast inh | Abeta yeast res | EPAC2 antag | DRD3 antagonist
1 | CCOc1ccccc1NC(=O)c1c(NCc2sccc2C)sc2c1CCCCC2 | -7 | x | 15% | u | x | 13% | x | x
2 | O=C(Nc1cccc(C(F)(F)F)c1)C1CCN(c2nnc(-n3cccc3)s2)CC1 | -4 | x | 8% | -26% | x | -15% | x | x
3 | COC(=O)c1ccc(/C=C2/SC(=S)N(CCC(=O)NCCCN3CCOCC3)C2=O)cc1 | 4 | -4% | 12% | -4% | 0% | -3% | 4% | 4
4 | Cc1ccc(/C=N/N=C2/NC(=O)C(CC(=O)Nc3ccc(Cl)cc3)S2)o1 (stereo unspecified) | 1 | 4% | 15% | x | 2% | 1% | 9% | -13
5 | COc1ccc(Cc2nnc(NC(=O)Cn3cnc4c3c(=O)n(C)c(=O)n4C)s2)cc1 | 2 | -7% | -4% | 33% | -3% | -10% | -2% | -13
6 | COCc1cc(C)nc(SCC[N+](C)(C)CC(=O)c2ccccc2)c1C#N | -11 | 7% | 10% | 1% | -2% | 19% | 0% | -55*
7 | Nc1c2c(nc3ccccc13)N(C1CCCCC1)CC2 | 0 | -6% | -6% | -16% | 2% | 3% | -2% | -83*
8 | CCOC(=O)CNC(=S)N(Cc1ccco1)Cc1ccccc1Cl | 0 | 13% | u | 3% | 5% | u | -12% | -5
9 | CCc1ccc(-c2nc3c(c(SCc4ccccc4)n2)Cc2c(CO)cnc(C)c2O3)cc1 | 0 | x | 13% | -3% | x | -3% | x | x
10 | COc1ccc(OCC(=O)Nc2ccc(S(=O)(=O)N3CCCCC3)cc2)cc1 | 7 | 11% | 16% | 2% | 4% | -2% | -5% | 12
11 | O=c1c(OC2OC(CO)C(O)C(O)C2OC2OC(CO)C(O)C(O)C2OC2OC(CO)C(O)C(O)C2O)c(-c2ccc(O)c(O)c2)oc2cc(O)cc(O)c12 (stereo unspecified) | 14 | 11% | 14% | 9% | -1% | 1% | 25% | -16
12 | Clc1ccc(C(CCN2CCCC2)Cc2ccccc2)cc1 (stereo unspecified) | -23 | 6% | -5% | 0% | 9% | 4% | 7% | u
13 | O=C1CC(N(O)c2ccccc2)C(=O)N1Cc1ccccc1 (stereo unspecified) | 3 | -1% | 4% | 18% | 4% | -13% | 0% | -13
14 | O=C(NC1CCCC1)c1ccc2c(=O)n(Cc3ccccc3)c(SCc3ccc([N+](=O)[O-])cc3)nc2c1 | -13 | x | 12% | -14% | x | -5% | x | x
15 | Cc1ccc(CCNS(=O)(=O)c2ccc3c(c2)N(C)CCO3)cc1 | 1 | 6% | 24% | 33% | 3% | -26% | u | 1

In a second layout: entries from further up.
14	O=C(NC1CCCC1)c1ccc2c(=O)n(Cc3ccccc3)c(SCc3ccc([N+](=O)[O-])cc3)nc2c1
  DRD3 agonist = -13
  EPAC2 agonist = x
  TDP43 rescue = 12%
  FUS yeast rescue = -14%
  aSyn yeast inh = x
  Abeta yeast res = -5%
  EPAC2 antag = x
  DRD3 antagonist = x

12	Clc1ccc(C(CCN2CCCC2)Cc2ccccc2)cc1 (stereo unspecified)
  DRD3 agonist = -23
  EPAC2 agonist = 6%
  TDP43 rescue = -5%
  FUS yeast rescue = 0%
  aSyn yeast inh = 9%
  Abeta yeast res = 4%
  EPAC2 antag = 7%
  DRD3 antagonist = u

Filtered by structure, the compounds so far with four or more nitrogen atoms (four)
cpd | Compound | DRD3 agonist | EPAC2 agonist | TDP43 rescue | FUS yeast rescue | aSyn yeast inh | Abeta yeast res | EPAC2 antag | DRD3 antagonist
2 | O=C(Nc1cccc(C(F)(F)F)c1)C1CCN(c2nnc(-n3cccc3)s2)CC1 | -4 | x | 8% | -26% | x | -15% | x | x
4 | Cc1ccc(/C=N/N=C2/NC(=O)C(CC(=O)Nc3ccc(Cl)cc3)S2)o1 (stereo unspecified) | 1 | 4% | 15% | x | 2% | 1% | 9% | -13
5 | COc1ccc(Cc2nnc(NC(=O)Cn3cnc4c3c(=O)n(C)c(=O)n4C)s2)cc1 | 2 | -7% | -4% | 33% | -3% | -10% | -2% | -13
14 | O=C(NC1CCCC1)c1ccc2c(=O)n(Cc3ccccc3)c(SCc3ccc([N+](=O)[O-])cc3)nc2c1 | -13 | x | 12% | -14% | x | -5% | x | x

More structures:
cpd | Compound | DRD3 agonist | EPAC2 agonist | TDP43 rescue | FUS yeast rescue | aSyn yeast inh | Abeta yeast res | EPAC2 antag | DRD3 antagonist
16 | CCCOc1ccc(N2CC(C(=O)NC3=NCCS3)CC2=O)cc1 (stereo unspecified) | 6 | 2% | x | 6% | 0% | 2% | 2% | 0
17 | CC1(C)OC(=O)C(=CNc2ccccc2)C(=O)O1 | 2 | -6% | 19% | x | -5% | -16% | 0% | -9
18 | C#CCOCCOCCOCCNc1nc(N2CCN(C(=O)[C@H]([C@@H](C)CC)n3cc(CCCN=C(N)N)nn3)CC2)nc(N2CCN(C(=O)[C@H](CCCCN)n3cc(CCC(=O)O)nn3)CC2)n1 | 48* | 1% | -17% | 9% | 2% | -10% | 2% | 17
19 | CCN(CC)c1ccc(/C=C2\CCC(/C=N/NC(=O)c3ccc(=O)n(C)c3)=C2N2CCOCC2)cc1 | 12 | -28% | -2% | 24% | -7% | -18% | 28% | 0
20 | Cc1cccc(NC(=O)c2cc3c(n(-c4ccccc4)c2=O)CCCC3=O)n1 | -1 | -1% | -7% | 1% | 0% | -5% | 7% | 9
21 | CCCCNC(=O)C1c2cc(OC)c(OC)cc2C(=O)N(C)C1c1ccc(OC)cc1 (stereo unspecified) | -4 | 1% | -24% | 6% | -5% | 5% | -4% | -7
22 | Cc1c(Cl)cccc1NC(CC(=O)c1ccccc1)C(=O)OCC(=O)c1cccs1 (stereo unspecified) | -17 | 8% | 11% | x | -2% | -3% | 5% | 0
23 | CCCCNC(=O)COC(=O)c1cc(S(=O)(=O)N2CCCCCC2)ccc1OC | -5 | -8% | 2% | 27% | 0% | -8% | 11% | 0
24 | COC(CNC(=O)c1c[nH]c2ccc(S(=O)(=O)N3CCOCC3)cc2c1=O)OC | -3 | 8% | -1% | -2% | -6% | 2% | -1% | -20
25 | CCOC(=O)CC1C(=O)NCCN1S(=O)(=O)c1ccc(C)cc1 (stereo unspecified) | -6 | 3% | -11% | -20% | 1% | -6% | 13% | 8
26 | O=C(CCCCCNC(=O)N1CCn2c1nc1ccccc12)NCc1ccc(F)cc1 | 4 | 1% | -13% | -7% | 1% | -3% | 0% | 0
27 | O=C1C2CCCN2C(c2ccc(F)cc2)N1c1cccc(Cl)c1 (stereo unspecified) | 1 | 1% | 1% | -15% | -6% | 12% | -15% | 11
28 | COc1cc(C(=O)OC(C)C(=O)NC2CCCCC2C)c([N+](=O)[O-])cc1OC (stereo unspecified) | 0 | -1% | 17% | 11% | 4% | -19% | -12% | 1
29 | Cc1[nH]nc(Nc2ccccc2)c1[N+](=O)[O-] | -1 | 1% | u | 5% | -12% | 3% | 4% | -23
30 | Cc1ccc(NC(=O)COC(=O)C2CSC3(C)CCC(=O)N23)c(C)c1 (stereo unspecified) | 5 | 8% | -7% | -18% | -22% | -6% | 37%[activator] | -5

Structural class, the entries above with a furan ring, fused or not.
cpd | Compound | DRD3 agonist | EPAC2 agonist | TDP43 rescue | FUS yeast rescue | aSyn yeast inh | Abeta yeast res | EPAC2 antag | DRD3 antagonist
4 | Cc1ccc(/C=N/N=C2/NC(=O)C(CC(=O)Nc3ccc(Cl)cc3)S2)o1 (stereo unspecified) | 1 | 4% | 15% | x | 2% | 1% | 9% | -13
8 | CCOC(=O)CNC(=S)N(Cc1ccco1)Cc1ccccc1Cl | 0 | 13% | u | 3% | 5% | u | -12% | -5

The results go on:
cpd | Compound | DRD3 agonist | EPAC2 agonist | TDP43 rescue | FUS yeast rescue | aSyn yeast inh | Abeta yeast res | EPAC2 antag | DRD3 antagonist
31 | CC1Cc2cc(S(=O)(=O)N3CCCC(C(=O)N4CCCCC4)C3)ccc2N1C(=O)C1CC1 (stereo unspecified) | -3 | 9% | u | 45% | 1% | x | -3% | 0
32 | CCCCC(=O)NC(c1ccc(OC)c(OC)c1)c1c(O)ccc2ccccc12 (stereo unspecified) | -3 | 11% | -7% | x | -4% | 30% | -11% | -8
33 | Cn1ncc([N+](=O)[O-])c1C(=O)Nc1ccccc1C#N | -5 | 0% | 17% | -13% | -1% | -14% | 12% | -8
34 | COCC(C)NC(=S)NC(=O)c1cc(S(=O)(=O)N2CCOCC2)ccc1C (stereo unspecified) | 3 | 6% | 0% | 1% | 2% | -8% | -1% | 4
35 | c1ccc(COc2ccc(OCCCNC3CCCC3)cc2)cc1 | -10 | -1% | -14% | 17% | 2% | -7% | 2% | u
36 | O=c1ccc(-c2ccc(S(=O)(=O)Nc3ccc(F)cc3)s2)n[nH]1 | 4 | -3% | 8% | -15% | -14% | 2% | 5% | 14
37 | COc1ccc(Cc2nnc(NC(=O)Cc3cccs3)s2)cc1OC | 5 | -5% | 15% | -2% | 1% | 3% | 6% | 10
38 | CC(=O)c1ccccc1NC(=O)CSc1n[nH]c(=O)n1C1CC1 | 0 | 4% | -4% | -6% | -10% | -3% | 2% | -1
39 | C/C(=N\NC(=O)CSc1nc2ccccc2[nH]1)c1ccncc1 | -2 | 11% | -2% | 3% | -11% | -12% | -4% | -12
40 | CCOC(=O)c1cc(S(=O)(=O)N2CCN(c3ccc(C(C)=O)cc3)CC2)[nH]n1 | -17 | x | -21% | 8% | x | -12% | x | x
41 | COc1ccc(N(CC(=O)NCc2cccs2)S(=O)(=O)c2c(C)nn(C)c2C)cc1 | -2 | -5% | 18% | 24% | 0% | -8% | 7% | 7
42 | CNC(=S)NNC(=O)c1cccn(Cc2ccc(Cl)c(Cl)c2)c1=O | -18 | -1% | 0% | 19% | 3% | 5% | 4% | -15
43 | COc1ccc2c(Sc3ccc(C)cc3)c(C(=O)NCCc3ccccc3)[nH]c2c1 | -3 | x | 9% | -26% | x | 2% | x | x
44 | Cc1ccc(C(=O)NNC(=O)C2CSC3(C)CCC(=O)N23)cc1 (stereo unspecified) | -8 | 4% | -13% | 18% | -3% | 8% | -8% | 10
45 | CCc1nnc(NC(=O)CSc2nnc(-c3ccoc3C)n2-c2ccc(C)cc2)s1 | 1 | -3% | 0% | 35% | 2% | -2% | 1% | -10
46 | COC(=O)c1ccc([C@@H]2C[C@H]3CN(Cc4cccnc4)C(=O)[C@]34CCCN24)cc1 | 7 | 12% | -18% | 20% | -4% | -4% | 3% | 11
